ADAM17 inh: inhibits human ADAM17; AID 720648; actives 0.83% (n = 370,000); P78536; recombinant ADAM17, EDANS/DABCYL FRET peptide cleavage; inhibition, % at 6.95 µM;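 active = inhibition above the mean of compounds lying between control limits plus 3 SD, set per campaign, cut at about 8.5% in these data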;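 note: 0% = DMSO-only wells as the low control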
ADAM10 inh: ADAM10 inhibition, QFRET primary screen; O14672; recombinant ADAM10, EDANS/DABCYL FRET peptide cleavage, 3 h; inhibition, % at 7 µM; actives 0.62% (n = 370,000); AID 720582;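 active = inhibition above a per-campaign cutoff equal to the mean of compounds falling between control-based bounds plus 3 SD, cut at about 20% in these data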;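 note: 0% = DMSO wells while the 100% control is not disclosed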
Tn6 DDE FP: DD(E)-Tn6 binding inhibition, primary FP screen; Fibrin DD(E) TRITC-Tn6 fluorescence polarization displacement; actives 0.21% (n = 370,000); P02675; inhibition, % at 8.3 µM;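 active = inhibition above a per-campaign cutoff: mean of compounds within control limits plus 3 SD, cut at about 15% in these data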;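 note: 0% = median of all compound wells on the plate and 100% = blocking peptide control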
PLC-beta3 inh: PLC-beta3 (human) inhibition, primary screen; Q01970; Purified PLC-beta3, fluorogenic substrate, fluorescence; inhibition, % at 12.2 µM; actives 0.18% (n = 370,000); in the data active = inhibition above about 11%;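 note: 0% = median of compound wells on plate and 100% = full blocker control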
SIAE inh: inhibitors of human sialic acid acetylesterase SIAE; actives 0.69% (n = 370,000); SIAE FP-Rh probe binding, fluorescence polarization; AID 1053197; inhibition, % at 9.66 µM;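 active = inhibition above a cutoff: mean of compounds within the control limits plus 3 SD of those, cut at about 17% in these data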;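 note: 0% = plate median of compound wells and 100% = probe without SIAE protein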
DDE Tn7 FP inh: disrupts Tn7 cyclic peptide binding to fibrin D-Dimer-E complex; actives 0.13% (n = 370,000); P02675; FP displacement of FITC-Tn7 peptide from fibrin DD(E); 0% = median of compound wells per plate; inhibition, % at 8.3 µM;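 active = inhibition above the mean of compounds falling within the control limits plus 3 SD of them, cut at about 14% in these data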;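 note: 0% = plate median of compound wells and 100% = 10 µM Aha-Tn7 peptide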
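Measure: % inhibition scaled between sample-field median and high-control FP; Test system: human fibrin DD(E); Quantity: 2 µM final DD(E) protein; Doses: one dose, 8.3 µM nominal; Schedule: compound with protein 10 min, then 3 h after probe, room temperature; Detection: fluorescence polarization; Medium: Tris buffer with calcium and detergent, pH 7.8.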
TDP2 inh: blocks human TDP2 phosphodiesterase activity; recombinant TDP2, T5PNP hydrolysis, p-nitrophenol absorbance 415 nm; O95551; actives 0.34% (n = 370,000); AID 720702; inhibition, % at 12.8 µM;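 active = inhibition above the mean of all tested compounds plus 3 SD, set per campaign, cut at about 25% in these data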;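 note: 0% = DMSO with enzyme and 100% = buffer with substrate but no TDP2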
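System – recombinant human TDP2 · Quantity – TDP2 enzyme at 120 nM final · Doses – single concentration, 12.8 µM nominal, with 1% DMSO · Incubation – 2 h at 37 °C · Measured by – epi absorbance of p-nitrophenol freed from T5PNP by hydrolysis · Read-out – % inhibition relative to enzyme-containing and enzyme-free wells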
ARFGAP1 inh: rat ARFGAP1 inhibition; Q62848; inhibition, % at 16.5 µM; Arfgap1-stimulated ARF1 GTP hydrolysis, GDP FP detection; actives 0.26% (n = 360,000);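 active = inhibition above a per-plate limit, mean inhibition of low control wells plus 3 SD, cut at about 25% in these data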;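 note: 0% = DMSO wells with enzyme and 100% = wells lacking Arfgap1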
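system = rat Arfgap1 catalytic domain, aa 1-136 | technique = FP, GDP Alexa 633 tracer displaced from anti-GDP antibody, 620/688 nm | compound = one concentration, 16.5 µM, DMSO 1.26% | medium = HEPES-based buffer, pH 7.5 | timing = compound-enzyme preincubation 20 min, reaction 120 min, detection 60 min, 25 °C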
ASAP1 GAP inh: blocks human ASAP1-stimulated Arf1 GTP hydrolysis | inhibition, % at 16.5 µM | Q9ULH1 | actives 0.19% (n = 360,000) | GDP FP detection | AID 624377; in the data active = inhibition above about 25%;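 note: 0% = vehicle with enzyme and substrate and 100% = no enzyme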
PLC-gamma1 inh: PLC-gamma1 (human) inhibition, primary screen. inhibition, % at 12.2 µM. actives 0.84% (n = 370,000). purified PLC-gamma1, fluorogenic substrate, fluorescence. P19174. AID 720700; in the data active = inhibition above about 9.5%
Target sequence (P19174 whole entry, looked up): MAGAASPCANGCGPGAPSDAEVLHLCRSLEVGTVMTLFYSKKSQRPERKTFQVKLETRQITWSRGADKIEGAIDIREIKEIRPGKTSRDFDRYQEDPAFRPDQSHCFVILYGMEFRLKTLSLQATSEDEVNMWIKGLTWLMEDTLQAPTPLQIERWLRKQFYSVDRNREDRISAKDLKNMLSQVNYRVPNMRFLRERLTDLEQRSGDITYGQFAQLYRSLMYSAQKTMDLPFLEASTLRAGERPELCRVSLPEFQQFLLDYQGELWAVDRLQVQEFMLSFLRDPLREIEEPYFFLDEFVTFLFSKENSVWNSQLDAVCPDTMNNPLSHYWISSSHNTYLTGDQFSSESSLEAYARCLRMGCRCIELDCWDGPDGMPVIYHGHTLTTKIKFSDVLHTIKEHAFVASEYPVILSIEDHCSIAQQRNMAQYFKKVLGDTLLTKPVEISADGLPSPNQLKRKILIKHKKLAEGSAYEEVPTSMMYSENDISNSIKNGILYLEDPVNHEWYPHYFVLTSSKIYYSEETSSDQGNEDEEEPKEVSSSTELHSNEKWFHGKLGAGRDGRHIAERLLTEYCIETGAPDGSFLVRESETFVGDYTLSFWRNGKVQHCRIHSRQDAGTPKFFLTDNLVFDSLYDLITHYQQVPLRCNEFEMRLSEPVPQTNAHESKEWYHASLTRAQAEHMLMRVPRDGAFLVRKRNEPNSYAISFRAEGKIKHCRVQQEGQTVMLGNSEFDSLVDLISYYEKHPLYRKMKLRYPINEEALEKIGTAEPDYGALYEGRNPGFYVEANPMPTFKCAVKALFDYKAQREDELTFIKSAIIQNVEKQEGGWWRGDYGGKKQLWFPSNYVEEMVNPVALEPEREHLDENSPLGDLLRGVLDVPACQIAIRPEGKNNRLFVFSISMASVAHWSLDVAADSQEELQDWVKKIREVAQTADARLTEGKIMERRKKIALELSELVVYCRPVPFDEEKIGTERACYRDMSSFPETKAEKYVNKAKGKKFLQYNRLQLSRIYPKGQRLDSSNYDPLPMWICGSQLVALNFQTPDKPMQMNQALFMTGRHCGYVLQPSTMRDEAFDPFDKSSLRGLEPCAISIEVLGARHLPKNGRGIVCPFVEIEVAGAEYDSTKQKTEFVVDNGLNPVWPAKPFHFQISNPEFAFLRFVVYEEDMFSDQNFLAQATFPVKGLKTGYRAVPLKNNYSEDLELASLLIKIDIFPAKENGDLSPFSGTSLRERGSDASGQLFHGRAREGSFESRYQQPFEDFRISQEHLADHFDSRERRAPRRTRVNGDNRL
Starred values were filed as active, the others as inactive; i = inactive; / = no result given.

molecule	DDE Tn7 FP inh	ASAP1 GAP inh	PLC-beta3 inh	TDP2 inh	Tn6 DDE FP	ADAM10 inh	SIAE inh	PLC-gamma1 inh	ADAM17 inh	ARFGAP1 inh
CCOC(=O)c1c(NC(=O)CSc2nnnn2-c2ccccc2)sc2c1CC(C)(C)NC2(C)C	-2	8	-7	-7	-1	-4	-4	-2	-2	-1
O=C(Nc1ccc([N+](=O)[O-])cc1)Nc1ccc(OC(F)F)c(Cl)c1	-11	27*	4	1	-19	4	-284	3	5	14
Cc1ccc(-c2csc(-c3ccncc3)n2)cc1	0	-16	-202	-3	1	-246	1	-184	-52	-8
COC(=O)Cn1cnc2sc(C)c(S(=O)(=O)N3CCC(C)CC3)c2c1=O	8	-1	4	-11	0	6	-10	4	4	-10
Oc1cccc(/C=N/NC(=S)Nc2cccnc2)c1O	6	6	-37	2	-6	17	14	-22	-1	1
CN(C)S(=O)(=O)c1ccc(C(=O)NCCC(=O)N2CCCC2)cc1	1	-3	-6	-5	-2	-10	-1	0	0	13
COc1ccc2c(c1)[nH]c1c(=O)n(CCC3=CCCCC3)cnc12	0	4	-1	-2	-1	2	0	2	-2	-2
C/C(=N\Nc1cccc(Cl)c1)c1ccc(-n2ccnc2)cc1	2	-14	-3	5	-2	0	8	4	2	4
O=C(c1ccc2c(=O)n3c(nc2c1)CCCCC3)N1CCN(c2ccc([N+](=O)[O-])cc2)CC1	-3	-3	-6	-3	6	-11	1	1	3	-1
COc1cnn(Cc2ccccc2)c(=O)c1SCc1ccccc1	1	10	0	-3	1	-7	-2	-1	-1	-9
O=C(O)c1ccccc1-c1ccccc1C(=O)Nc1ccc(-c2nc3cc(Cl)ccc3o2)cc1	-2	-9	-123	0	5	-45	-40	-79	-25	0
Cc1ccc(C)c(N(CC(=O)NCC2CCCO2)C(=O)CCC(=O)Nc2nccs2)c1 (stereo not drawn)	0	-10	-6	7	-7	0	-1	-1	-2	16
O=C1c2ccccc2C2(c3ccc(F)cc3)NCCN12 (stereo not drawn)	0	-12	-1	6	2	-2	1	0	-5	14
Cc1occc1C(=O)NNC(=S)Nc1ccccc1	7	-2	2	-6	0	-10	3	-1	-2	-6
Nc1cc(N2CCOCC2)c(Cl)cc1[N+](=O)[O-]	1	-1	-2	5	1	0	8	2	2	-3

The results go on:
molecule	DDE Tn7 FP inh	ASAP1 GAP inh	PLC-beta3 inh	TDP2 inh	Tn6 DDE FP	ADAM10 inh	SIAE inh	PLC-gamma1 inh	ADAM17 inh	ARFGAP1 inh
COc1ccc(CN2CCC(n3nccc3NC(=O)C3CC3)CC2)c(OC)c1OC	4	2	5	-9	-4	3	13	3	4	4
NS(=O)(=O)c1cccc(NC(=O)CSc2nnc(-c3ccncc3)n2C2CC2)c1	-1	13	-22	5	-8	-26	-11	-36	-8	-2
O=C(C1CCC(CNS(=O)(=O)c2ccc(F)cc2)CC1)N1CCOCC1 (stereo not drawn)	-7	13	-4	17	3	-2	1	1	0	3
CCOP(=O)(Nc1cccc2oc(=O)c3ccccc3c12)OCC	2	-1	i	-5	3	i	-1	i	i	2
OCc1nc2ccccc2n1Cc1ccc(Cl)cc1	3	-6	1	-16	-1	9	-6	10*	6	5
COc1ccccc1OCC(=O)Nc1sc2c(c1C(N)=O)CCC2	0	6	-17	-4	-1	-14	8	-9	-4	7
CC1=C(C(=O)OCc2ccc3c(c2)OCO3)C(c2ccc(F)cc2)NC(=O)N1 (stereo not drawn)	6	0	-1	-2	6	11	2	-1	-2	1
Cc1cc(OC(=O)c2c(Cl)cccc2Cl)nc(C)n1	9	-14	-1	-11	9	-1	-3	2	-4	17
Cc1nnsc1SCCNC(=O)c1c(F)cccc1F	-1	-22	0	-8	-1	-12	2	5	3	-4
O=C(NCc1ccc2c(c1)OCO2)c1ccc2c(=O)n(C3CCCC3)c(=O)[nH]c2c1	3	2	-10	1	6	-26	-6	-11	-12	9
CN1CCN(S(=O)(=O)c2ccc(N(C)Cc3ccc(OC(F)F)cc3)c([N+](=O)[O-])c2)CC1	0	-4	-4	7	-2	0	3	0	1	9
CCOC(=O)c1cn(CC)c2ccc(S(=O)(=O)N3CCC(C)CC3)cc2c1=O	-10	-2	6	-1	4	3	7	6	1	-4
Cc1c(C(=O)N/N=C/c2cccnc2)nnn1-c1nonc1N	-4	9	-6	-11	-2	4	1	0	-1	1
COc1ccccc1NC(=O)CSc1nnc(-c2ccoc2C)n1C	-1	-5	-6	-10	-7	-8	-1	-1	-2	1
COc1ccccc1C1(CC(=O)Nc2nccs2)CCOC(C(C)C)C1 (stereo not drawn)	4	7	-3	11	0	-2	0	-3	-6	7

Ordered by value in DDE Tn7 FP inh (rising): 5 from the list above
molecule	DDE Tn7 FP inh	ASAP1 GAP inh	PLC-beta3 inh	TDP2 inh	Tn6 DDE FP	ADAM10 inh	SIAE inh	PLC-gamma1 inh	ADAM17 inh	ARFGAP1 inh
CCOC(=O)c1cn(CC)c2ccc(S(=O)(=O)N3CCC(C)CC3)cc2c1=O	-10	-2	6	-1	4	3	7	6	1	-4
Cc1c(C(=O)N/N=C/c2cccnc2)nnn1-c1nonc1N	-4	9	-6	-11	-2	4	1	0	-1	1
CN1CCN(S(=O)(=O)c2ccc(N(C)Cc3ccc(OC(F)F)cc3)c([N+](=O)[O-])c2)CC1	0	-4	-4	7	-2	0	3	0	1	9
CC1=C(C(=O)OCc2ccc3c(c2)OCO3)C(c2ccc(F)cc2)NC(=O)N1 (stereo not drawn)	6	0	-1	-2	6	11	2	-1	-2	1
Cc1cc(OC(=O)c2c(Cl)cccc2Cl)nc(C)n1	9	-14	-1	-11	9	-1	-3	2	-4	17

Going on with the list.
molecule	DDE Tn7 FP inh	ASAP1 GAP inh	PLC-beta3 inh	TDP2 inh	Tn6 DDE FP	ADAM10 inh	SIAE inh	PLC-gamma1 inh	ADAM17 inh	ARFGAP1 inh
CC1CCN(Cc2cnc(Cl)s2)CC1	-3	-10	0	7	-8	-4	9	-2	-2	-2
COC(=O)c1cc(-c2cc(F)cc(OC)c2)c(=O)n2c1CCC2	-1	/	-1	2	7	-5	6	7	-1	/
O=C(CP(=O)(c1ccccc1)c1ccccc1)N1CCOCC1	2	3	-1	-1	0	-6	-1	-2	-1	6
COC(=O)/C=C1/N/C(=N\c2nc(C)cc(C)n2)N(c2ccc(C)c(C)c2)C1=O	-3	0	-1	2	0	-2	1	0	-1	0
O=C(NCCc1c[nH]c2ccccc12)C1CCN(c2nnc(N3CCCC3=O)s2)CC1	2	5	-6	12	0	0	14	-7	-7	-3
CCOC(=O)N1CCN(C(=O)C(=O)Nc2ccc3nc4n(c(=O)c3c2)CCCCC4)CC1	5	-5	2	-1	-1	-13	4	1	2	11
Cc1ccc(C(=O)Nc2ncc(C)s2)s1	-3	10	-1	1	-4	-4	2	-1	-1	8
CC1(C(=O)Nc2cccc(NS(C)(=O)=O)c2)Cc2c(-c3cccc(C(N)=O)c3)ccnc2O1 (stereo not drawn)	0	8	6	-9	-4	-4	7	5	-3	0
Cc1ccc(O)c(C(=O)c2cnc3c(c2)CN(C)C(=O)N3)c1	2	2	-5	4	-3	-9	-3	-2	-7	-1
COC(=O)c1ccc(NC(=O)CN2C(=O)c3ccccc3S2(=O)=O)cc1	-3	12	0	13	10	-6	2	0	-3	4
CS(=O)(=O)N1CCC(C(=O)Nc2cccc(C(F)(F)F)c2)CC1	8	2	2	4	6	10	-3	2	-3	-1
Cc1ccc(NC(=O)N2CCC(O)(c3ccc(Cl)cc3)CC2)cc1	2	-14	1	-1	-4	-11	6	0	-1	-7
CCn1c(SCc2ccc(F)cc2)nnc1-c1nn(-c2ccccc2)ccc1=O	0	4	-2	6	-9	3	-2	-7	-6	10
COc1cc(-c2nnc(SCc3ccccc3Cl)o2)cc(OC)c1OC	3	2	-1	5	-3	10	-1	2	4	6
Cn1c(SCc2ccc(F)cc2Cl)nc2ccccc2c1=O	-2	-9	-1	4	-7	-2	-1	-3	-1	-2

More records follow.
molecule	DDE Tn7 FP inh	ASAP1 GAP inh	PLC-beta3 inh	TDP2 inh	Tn6 DDE FP	ADAM10 inh	SIAE inh	PLC-gamma1 inh	ADAM17 inh	ARFGAP1 inh
CC1(C)CC(=O)C=C(c2n[nH]nc2-c2ccccc2)C1	4	-5	-19	8	10	-8	3	-13	-5	8
Cc1cccc(N2CCN(C(=S)c3ccccc3)CC2)c1	-13	-6	-1	8	4	1	-2	-4	-1	3
O=C(Cn1nnc2ccccc21)Nc1ccc([N+](=O)[O-])cc1	6	-7	-5	7	7	3	0	2	0	-2
COc1cc(NC(=O)CSc2nc3[nH]ncc3c(=O)n2-c2ccccc2)cc(OC)c1OC	-1	14	3	-9	-6	12	4	9	2	10
CCCNC(=S)Nc1ccc(Nc2ccccc2)cc1	1	6	1	10	-1	9	3	4	2	4
CCNC(=O)CC1C(=O)N(c2ccc(C)cc2)C(=O)N1CCC(C)C (stereo not drawn)	-2	-1	-3	17	0	-1	2	3	-1	6
Cc1ccccc1Cn1cc(COC(=O)Nc2ccc(F)cc2)nn1	6	/	-5	-2	7	10	-9	-3	1	/
c1coc(CNc2c3c(nc4ccccc24)CCC3)c1	-1	-15	-21	0	6	-36	-2	-21	-1	5
O=C(c1ccc(N2CCC3(CC2)OCCO3)c([N+](=O)[O-])c1)N1CCOCC1	-1	0	0	-1	-2	1	-3	2	1	7
CS(=O)(=O)Nc1ccccc1C(=O)Nc1ccc2c(c1)OCCO2	4	-2	0	-2	5	-4	-2	-3	-3	4
Fc1ccc(F)c(C2=NNC(=NCC3CCCO3)SC2)c1 (stereo not drawn)	-1	10	-5	-19	-4	-64	-5	-4	-24	6
C/C=C/Cn1c(SCc2ccccc2)nc2c1c(=O)[nH]c(=O)n2C	2	6	-3	-8	1	-1	-9	-4	-1	3
O=C(CSc1nc(-c2ccccc2)c(-c2ccccc2)[nH]1)NCC1CCCO1 (stereo not drawn)	7	0	-8	-2	-6	-6	-5	-2	-5	3
CC(=O)Nc1ccc(-c2ccnc3c2CC(C(=O)NCc2ccccc2)O3)cc1 (stereo not drawn)	-8	13	0	1	-2	-2	-3	4	2	-6
O=C1COc2ccccc2CN1	-2	12	-17	5	-3	2	3	0	-2	-6

Other results.
molecule	DDE Tn7 FP inh	ASAP1 GAP inh	PLC-beta3 inh	TDP2 inh	Tn6 DDE FP	ADAM10 inh	SIAE inh	PLC-gamma1 inh	ADAM17 inh	ARFGAP1 inh
COCCn1c(SCc2nnc(-c3ccc(OC)c(OC)c3)o2)nnc1-c1ccncc1	2	5	-10	2	-2	-8	10	-3	-8	-9
COc1ccc(C(=O)N2CCN(S(=O)(=O)c3ccc(Cl)cc3)CC2)cc1OC	5	-4	-3	6	-5	3	-3	1	-2	7
CCN(CCCNC(=O)C1CCN(C(=O)c2cc3sccc3n2C)CC1)Cc1ccccc1	2	-6	-5	2	6	4	3	2	-1	8
O=C(/C=C(\c1ccccc1)n1cncn1)c1ccccc1	-8	-13	1	9	7	2	-2	0	2	0
